Source: PubChem BioAssay (National Center for Advancing Translational Sciences (NCATS))
Giardia killer: Small Molecules that selectively kill Giardia lamblia: qHTS; activity change, % at 7.66 µM, hits read low; hit rate 0.15% among 340,000; AID 540267, 2011; Giardia lamblia trophozoite viability; in the data active = activity change below about -80%; inconclusive = between about -30% and that limit;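 also: parasites exposed to compound for two days anaerobically before the ATP read; % is scaled to controls: 0 for no effect and ±100 for the full control effect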
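Viability, read as ATP luminescence: trophozoites at 100 cells/well, compound added, 48 hrs anaerobic at 37 deg C, then 15-30 min room-temperature development before reading.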
hERG WT inh: qHTS for Inhibitors of KCHN2 3.1: Wildtype qHTS; AID 720551, 2013; hit rate 0.37% among 340,000; Voltage-gated inwardly rectifying potassium channel KCNH2 (Homo sapiens), Q12809; activity change, % at 1.84 µM; U2OS, BacMam KCNH2, thallium flux FluxOr; stronger effect = lower value;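 active = maximum activity change below -70%; inconclusive = maximum activity change between -70% and -50%; inactive = maximum activity change above -50%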; also: % is scaled to controls: 0 for no effect and ±100 for the full control effect
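U2OS cells were transduced with wild-type KCNH2 virus (2.03 x 10^8 / mL) for 4 h at room temperature, then cultured overnight at 37 C. Thallium flux was read with FluxOr dye. Rate constants were normalized to DMSO controls.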
Menin-MLL TR inh: qHTS Assay for Inhibitors Targeting the Menin-MLL Interaction in MLL Related Leukemias: Competition With Texas Red Labeled MLL-derived Mutant Peptide | O00255 | Menin + Texas Red MLL mutant peptide, fluorescence polarization | Potency, µM (doses to about 61.6 µM), for the others: at the highest dose FP activity change, negative = inhibition, usual class: inhibitors | hit rate 0.23% among 270,000 | AID 1768, 2009; active = well fitted inhibition curve with a large enough effect in the polarisation, with a control signal flat, not every such curve was filed as active; inconclusive = small, poorly fitted or top-dose-only effect, or effect the other way, or a change in a side signal; inactive = no such curve, though single readings can be large or run the other way; the % refers to the polarisation; also: potency is read from the fitted curve at half-maximal effect; % of control where 0% means no effect; many of its hits are not listed in these tables
Target sequence (O00255 whole entry, looked up): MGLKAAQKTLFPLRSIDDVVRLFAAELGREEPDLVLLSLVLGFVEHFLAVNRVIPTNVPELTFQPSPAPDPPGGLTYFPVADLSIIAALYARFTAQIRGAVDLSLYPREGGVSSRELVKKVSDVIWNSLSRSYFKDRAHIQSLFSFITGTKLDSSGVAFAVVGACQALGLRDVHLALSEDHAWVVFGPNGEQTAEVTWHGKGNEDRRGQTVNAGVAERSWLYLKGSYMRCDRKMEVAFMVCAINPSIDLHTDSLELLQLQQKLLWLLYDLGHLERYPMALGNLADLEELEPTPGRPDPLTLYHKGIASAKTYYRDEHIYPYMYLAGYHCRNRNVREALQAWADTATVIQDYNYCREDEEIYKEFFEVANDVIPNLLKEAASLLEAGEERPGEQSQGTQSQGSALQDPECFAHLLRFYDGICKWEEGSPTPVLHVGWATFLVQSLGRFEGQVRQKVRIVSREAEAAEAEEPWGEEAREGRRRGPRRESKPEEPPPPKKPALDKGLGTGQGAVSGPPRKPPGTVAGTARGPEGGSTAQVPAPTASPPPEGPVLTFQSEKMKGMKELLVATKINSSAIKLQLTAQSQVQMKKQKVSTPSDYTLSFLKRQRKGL
CXXC DNA block: qHTS Fluorescence Polarization Assay for Inhibitors of MLL CXXC domain - DNA interaction. Histone-lysine N-methyltransferase 2A (Homo sapiens), Q03164. MLL-CXXC / FITC-HOXA9 DNA fluorescence polarization. Potency, µM (titrated, usually from 115 µM), without a hit: at the highest dose activity change, negative = inhibition, usual class: inhibitors. hit rate 0.037% among 290,000; active = well fitted inhibition curve with a large enough effect in the polarisation, with a control signal flat, not every such curve was filed as active; inconclusive = small, poorly fitted or top-dose-only effect, or effect the other way, or a change in a side signal; inactive = no such curve, though single readings can be large or run the other way; the % refers to the polarisation; also: potency is read from the fitted curve at half-maximal effect
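Fluorescence polarization: 7 uM MLL-CXXC (stock) preincubated 5 min with compounds, then 50 nM fluorescein-HOX-A9 DNA (stock) added; 30 min ambient. Buffer 50 mM Tris-HCl pH 7.5, 50 mM NaCl, 1 mM DTT, 0.05% BSA.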
USP2a inh: qHTS Assay for Inhibitors of Ubiquitin-specific Protease USP2a Using CHOP2 as the Reporter. USP2 core, Ub-CHOP2 coupled fluorogenic reporter, 485/531. Potency, µM (highest dose often 38.3 µM), for the others: at the highest dose activity change, negative = inhibition, actives largely listed as inhibitors. hit rate 0.01% among 330,000. AID 463254, 2010. Ubiquitin carboxyl-terminal hydrolase 2 (Homo sapiens), O75604;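 also: potency is read from the fitted curve at half-maximal effect; plate controls were DMSO wells for no effect and full inhibition by NEM control for full effect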
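Cell-free coupled assay: 10nM USP2 core preincubated 30min RT with compound in Tris-HCl pH 8.0/CaCl2/CHAPS buffer, then 25nM Ub-CHOP2 and 25nM reporter substrate; fluorescence (Ex 485/Em 531) read after 60min RT, normalized to NEM inhibition, concentration-response curves fitted.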
GALK inh: qHTS Assay for Inhibitors of Human Galactokinase (GALK); hit rate 0.007% among 270,000; Purified GALK, Kinase-Glo residual ATP luminescence; Potency, µM (highest dose often 57.5 µM), inactives show at the highest dose activity change, negative = inhibition, actives largely listed as inhibitors; AID 1868, 2009; P51570; also: potency is read from the fitted curve at half-maximal effect; % is scaled to controls: 0 for no effect and ±100 for the full control effect
Target sequence (P51570 whole entry, looked up): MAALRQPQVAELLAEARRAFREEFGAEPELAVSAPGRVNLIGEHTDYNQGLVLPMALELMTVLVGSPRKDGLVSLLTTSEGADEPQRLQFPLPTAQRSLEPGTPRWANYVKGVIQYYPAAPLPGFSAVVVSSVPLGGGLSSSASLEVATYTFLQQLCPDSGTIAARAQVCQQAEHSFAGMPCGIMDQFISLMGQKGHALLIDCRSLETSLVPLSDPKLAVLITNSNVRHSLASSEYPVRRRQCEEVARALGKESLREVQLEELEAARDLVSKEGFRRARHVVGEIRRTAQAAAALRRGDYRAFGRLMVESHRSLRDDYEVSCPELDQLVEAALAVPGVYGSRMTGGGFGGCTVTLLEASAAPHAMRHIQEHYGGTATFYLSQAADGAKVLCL
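Kinase-Glo Plus luminescence measured ATP left after a 1 h room-temperature reaction. The reaction used 5 nM GALK, 100 uM galactose and 35 uM ATP at pH 8.0 (20 mM HEPES, 5 mM MgCl2, 60 mM NaCl, 1 mM DTT, 0.01% BSA).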
PKM2 act: qHTS Assay for Activators of Human Muscle isoform 2 Pyruvate Kinase; purified PKM2, Kinase-Glo ATP luminescence, activation; response scale: 0% is enzyme alone, no compound; Potency, µM (titrated, usually from 57.5 µM), without a hit: at the highest dose activation, hits mostly activators; hit rate 0.34% among 260,000; AID 1631, 2009; also: potency is read from the fitted curve at half-maximal effect; % is scaled to controls: 0 for no effect and ±100 for the full control effect; nearly all actives have a fitted effect of over 55% in size
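Purified hPK-M2 (>95%) run at intermediate activity with 0.1 mM ADP and 0.5 mM PEP in 50 mM imidazole pH 7.2, KCl, MgCl2; 1 h room temperature. ATP formed read by Kinase-Glo luminescence; normalized to uninhibited and no-enzyme controls.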
TRPV1 ag: HTS Assay for Compounds that Act as Agonists of the Vanilloid Receptor 1 | Transient receptor potential cation channel subfamily V member 1 (Homo sapiens), Q8NER1 | TRPV1-expressing cells, Fluo-8 calcium influx, agonist mode | activation, % at 8.33 µM | hit rate 0.19% among 320,000 | AID 540275, 2011; in the data active = activation above about 80%; inconclusive = between about 30% and that limit; also: 0% is about no effect
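TRPV1-expressing cells were cultured overnight at 35.5C and loaded with Fluo-8 calcium dye for 40 to 90 min at room temperature. After a 10 s baseline, compound was added and calcium influx was read kinetically for 3 min (ex 480/em 520 nm).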
Coupling enz: qHTS Assay for Inhibitors of Fructose-1,6-bisphosphate Aldolase from Giardia Lamblia: Coupling assay counterscreen; coupling enzyme system counterscreen, AmpLite Red fluorescence; activity change, negative = inhibition, % at 58.2 µM, hits read low; hit rate 0.67% among 290,000; in the data active = activity change below about -30%; also: % is scaled to controls: 0 for no effect and ±100 for the full control effect
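Compounds tested against the coupling enzymes alone at 57.5 uM final; readout was AmpLite Red fluorescence (525/598 nm) after 20 min at RT.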
KCNH2 3.1 block: qHTS for Inhibitors of KCHN2 3.1: Mutant qHTS; U2OS KCNH2 3.1, thallium flux FluxOr; stronger effect = lower value; Potassium voltage-gated channel subfamily H member 2, brain isoform KCNH2 3.1 (human); hit rate 0.95% among 340,000; AID 720553, 2013; activity change, % (tested at about 1.8 µM);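 active = maximum activity change below -70%; inconclusive = maximum activity change from -70% to -50%; inactive = maximum activity change above -50%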;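 also: thallium influx rate constant from kinetic fluorescence after stimulation buffer; % is scaled to controls: 0 for no effect and ±100 for the full control effect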
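Channel expression came from 3.1 mutant virus (1.77 x 10^8 /mL) applied to suspended U2OS cells for 4 h. Flux was tracked with FluxOr dye plus Red40 quencher, and kinetic rate constants normalized to controls.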
B2AR arrestin: qHTS assay of beta-arrestin-biased ligands of beta2-adrenergic receptor; Beta-2 adrenergic receptor (Homo sapiens), P07550; beta-arrestin recruitment to beta2AR, cell-based reporter; Potency, µM (top dose mostly 46.1 µM), inactives show top-dose activation, hits mostly activators; hit rate 0.02% among 330,000;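 also: potency is read from the fitted curve at half-maximal effect; 0% = DMSO controls and full agonism = EC100 isoproterenol or metaproterenol; nearly all actives have a fitted effect of over 65% in size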
The depositor's hits bear a star; ? = inconclusive; / = not tested or not shown; & = joins results of further samples; [ ] = remark or other dose. Unless noted, calls follow the shape of the dose curve; as a rule, active = well fitted curve in the direction sought with a large enough effect; inconclusive = small, poorly fitted or top-dose-only effect, or another doubt; inactive = no such curve, though single readings can be large; an effect the other way counts as inactive or inconclusive. An excerpt. The share of hits here may be higher or lower than overall.

| SMILES | PKM2 act | TRPV1 ag | hERG WT inh | Menin-MLL TR inh | USP2a inh | Coupling enz | CXXC DNA block | B2AR arrestin | GALK inh | Giardia killer | KCNH2 3.1 block |
| --- | --- | --- | --- | --- | --- | --- | --- | --- | --- | --- | --- |
| COCc1cc(CNC(=O)C2CCC(=O)N(Cc3ccccc3F)C2)[nH]n1 (stereo not given) | -13% | -1 | -13 | / | 0% | / | 16% | -0.3% | 6% | -27 | / |
| O=C(COc1ccccc1-c1ccccc1)NCCN1C(=O)S/C(=C\c2cccnc2)C1=O | -1% | 3 | 5 | ? | 0% | 1 | 0% | -0.3% | 0% | 12 | 0 |
| N#CC/C(N)=N/NC(=O)CCCNc1ncc(C(F)(F)F)cc1Cl | 11% | 19 | 2 | 13% | 3% | -4 | -1% | -0.1% | -1% | 5 | 7 |
| Cc1cc(C(=O)N/N=C/c2c[nH]c3ccccc23)cs1 | 0% | -5 | -3 | ? | 0% | 1 | 1% | -0.1% | / | -3 | 5 |
| COc1cc(C(=O)OC2CCN(C)CC2)cc(OC)c1OC | -1% | -1 | 4 | 9% | -2% | 3 | 4% | -0.2% | 1% | -13 | 32 |
| C#CCC(NC(=O)c1ccc(C(F)(F)F)cc1)C(=O)NCCC (stereo not given) | / | -3 | -40 | / | 0% | / | / | 0.1% | / | -5 | -5 |
| CCOc1ccccc1/C=c1\sc2nc(-c3ccco3)nn2c1=O | ? | 6 | 3 | ? | 1% | -5 | ? | -0.1% | -3% | -10 | 3 |
| COc1ccc(N(CC(=O)Nc2ccccc2C(=O)NCC(C)C)S(C)(=O)=O)cc1 | 3% | 4 | 2 | 0% | -1% | 1 | 1% | -0.1% | / | -13 | 1 |
| O=C(CCN1CCOCC1)N1c2ccccc2Sc2ccc(Cl)cc21 | / | 18 | -1 | ? | -3% | -1 | 11% | 0.5% | 0% | -6 | -4 |
| Cc1cccc(N2CC(C(=O)OCC(=O)c3c(N)n(CC(C)C)c(=O)n(C)c3=O)CC2=O)c1C (stereo not given) | / | 4 | 17 | / | 1% | / | / | -0.5% | / | 3 | -5 |
| Cc1nn(CCCC(=O)NCCc2ccccc2)c(=O)c2nccn12 | 2% | 0 | -1 | -5% | 3% | 2 | / | 0.0% | / | 37[activator] | 6 |
| CCN(CC(=O)Nc1ccc(OC)cc1)C(=O)CSCC(=O)Nc1cc(C)on1 | / | 2 | 10 | / | 1% | / | / | 0.1% | / | -5 | 0 |
| Cc1ccc(CN2CC(C(=O)N3CCN(S(=O)(=O)c4ccccc4)CC3)CC2=O)cc1 (stereo not given) | / | 1 | 0 | / | 1% | / | / | -0.1% | / | 2 | 7 |
| Cc1cc(C)n(-c2ccc(C(=O)Nc3cc(C(F)(F)F)ccc3N3CCOCC3)cc2)n1 | 1% | 1 | 14 | -15% | 0% | 1 | 2% | 0.3% | 2% | -4 | 10 |
| CCC(C(=O)NC1CCCCC1)n1c(SCc2cccc(F)c2)nc2ccncc21 (stereo not given) | -1% | -2&-5 | 32 | -3% | 0% | 3 | 4% | -0.7% | / | 6&-19 | 1 |
| COc1cc(C2CC(=O)Nc3cc(C)c(C)cc32)cc(OC)c1OC (stereo not given) | 1% | 27 | -4 | -15% | 1% | 2 | 5% | 1.5% | 1% | -2 | 1 |
| CC(=O)Nc1cccc(NC(=O)c2ccc([N+](=O)[O-])cc2Cl)c1 | -1% | 0 | -13 | -4% | 2% | -1 | 1% | 0.0% | 0% | 6 | 8 |
| Cc1nn(-c2ccc3ccccc3c2)c(=O)c2ccccc12 | 0% | -1 | 2 | 11% | 2% | 1 | 9% | -0.8% | -2% | -13 | 2 |
| O=C(CN1CCCCC1)Nc1ccccc1-c1ccccc1 | -7% | 1 | -8 | / | 0% | 0 | 13% | -0.8% | -2% | -12 | 6 |
| Cc1ccc(C(=O)NC(=S)NCC2CCCO2)cc1[N+](=O)[O-] (stereo not given) | 0% | 6 | -1 | 7% | -1% | 0 | 4% | 3.2% | 0% | ? | -49 |
| O=C(Nc1cccc(Cl)c1N1CCCC1)c1ccco1 | -6% | -2 | -1 | -23% | -13% | -3 | 2% | -0.2% | 7% | -6 | -11 |
| COc1cc2c(cc1OC)C(/C=C/c1ccco1)=NCC2 | 3% | 1 | -4 | ? | -3% | -8 | -1% | 0.1% | -1% | -4 | -3 |
| O=C(Nc1cccc([N+](=O)[O-])c1)ONC1=NCCCCC1 | 4% | -2 | 3 | / | 4% | -1 | 4% | -0.6% | 0% | 8 | -19 |
| COc1cc(CNCCN2CCOCC2)ccc1OCc1ccc(Cl)cc1 | -1% | 9 | 28 | -10% | 1% | 1 | -8% | -0.1% | -2% | 16 | -10 |
| Nc1nc(COc2ccccc2)cs1 | -1% | 0 | -24 | -1% | 2% | 4 | 11% | 0.5% | 1% | 18 | 10 |
| CN(C)c1nnnn1-c1ccc(Oc2ncc(C(F)(F)F)cc2Cl)cc1 | -7% | 0 | 2 | ? | -1% | -1 | -12% | 0.4% | 5% | 13 | -17 |
| O=C(O)CSC1CC(=O)N(c2ccc(Cl)cc2)C1=O (stereo not given) | 5% | 0 | -5 | 9% | 5% | 3 | 17% | 0.2% | 1% | 8 | 3 |
| COC(=O)c1nc(NC2=NCCCCC2)n[nH]1 | -6% | -3 | 5 | -6% | 1% | 3 | -8% | 0.0% | 2% | -2 | 7 |
| CCc1ccccc1NC(=O)CSc1nnc(C2CC2)n1CC1CCCO1 (stereo not given) | 0% | 4 | -6 | -18% | 0% | 1 | -11% | -0.1% | 0% | ? | 1 |
| CC1CCN(S(=O)(=O)c2cccc(C(=O)NNC(=O)c3ccco3)c2)CC1 | -1% | 4 | -9 | / | 1% | 5 | -3% | 0.0% | -2% | -16 | -3 |
| Cc1ccc(NC(=O)c2cc3c(=O)oc4ccc(C)cc4c3s2)nc1 | 1% | / | / | / | 9% | 3 | 7% | 8.6% | -3% | / | / |
| O=C(Nc1ccc(F)cc1)Nc1ccc(S(=O)(=O)N2CCCC2)cc1 | / | 14 | -23 | / | -2% | / | / | -0.1% | / | ? | -6 |
| C=CCn1c(C)nnc1SCC(=O)Nc1cc(S(=O)(=O)N2CCCC2)ccc1Cl | / | 1 | 4 | / | 2% | / | / | -0.3% | / | 14 | -6 |
| Clc1nc(Cl)nc(N(c2ccccc2)c2ccccc2)n1 | 5% | 3 | 1 | -13% | 3% | 0 | -3% | -0.2% | 1% | 0 | 7 |
| CCCCCC(=O)N1CCN(CCN=CC2=C(O)CC(c3ccco3)CC2=O)CC1 (stereo not given) | -6% | 0 | 27 | -6% | -1% | -1 | -7% | -0.2% | 0% | 0 | -35 |
| O=c1c2ccc([N+](=O)[O-])cc2ncn1CCOc1ccc(Cl)cc1 | 21% | 1 | 3 | 27% | 0% | -13 | 14% | -0.3% | 7% | -20 | -13 |
| COc1ccc(C2/C=C\CC(NC(=O)OCC3c4ccccc4-c4ccccc43)CC(=O)N2Cc2ccccc2F)cc1 (stereo not given) | / | / | -2 | -4%[44.5 µM] | 0% | -1 | / | 0.3% | / | 4 | -10 |
| COc1ccc(N2CC(O)(c3ccc(F)cc3)[N+]3=C2CCCC3)cc1 (stereo not given) | -22% | -1 | 4 | -15% | 2% | 4 | -3% | 0.4% | 6% | 12 | -16 |

Just GALK inh, B2AR arrestin and USP2a inh, for two of the compounds above:
canonical_smiles	GALK inh	B2AR arrestin	USP2a inh
O=C(O)CSC1CC(=O)N(c2ccc(Cl)cc2)C1=O (stereo not given)	1%	0.2%	5%
COC(=O)c1nc(NC2=NCCCCC2)n[nH]1	2%	0.0%	1%
